Compound activity (PubChem BioAssay)
NR2E3 ag-1: inhibitors of NR2E3-RetCOR corepressor binding, primary screen, NR2E3 agonist project, biochemical, TR-FRET, GST-NR2E3, biotin-RetCOR; 1536-well; inhibition of corepressor binding, % at 4.78 µM; Photoreceptor-specific nuclear receptor (Homo sapiens), Q9Y5X4; AID 2300, 2010; 320,000 tested, 0.12% active;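 active = percent inhibition above the cutoff of mean plus 3 SD of all tested compounds, set per screening campaign, cut at about 20% in these data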;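 also: 0% = DMSO wells and 100% = biotin wells as full block of FRET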
Target sequence (Q9Y5X4 whole entry, looked up): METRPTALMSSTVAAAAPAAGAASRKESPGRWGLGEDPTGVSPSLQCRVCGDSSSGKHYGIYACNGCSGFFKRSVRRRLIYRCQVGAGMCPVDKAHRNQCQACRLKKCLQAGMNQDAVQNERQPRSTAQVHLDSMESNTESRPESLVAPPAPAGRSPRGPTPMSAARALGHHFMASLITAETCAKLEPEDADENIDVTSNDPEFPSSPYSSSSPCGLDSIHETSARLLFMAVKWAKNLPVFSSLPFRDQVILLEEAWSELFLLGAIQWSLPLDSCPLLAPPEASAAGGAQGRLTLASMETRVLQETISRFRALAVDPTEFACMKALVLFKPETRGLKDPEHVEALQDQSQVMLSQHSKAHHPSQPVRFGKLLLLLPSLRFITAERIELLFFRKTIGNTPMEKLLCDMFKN
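System: GST-tagged NR2E3 plus biotinylated RetCOR corepressor; Amount: 1.35 nM GST-tagged NR2E3 final; Dosing: single nominal compound dose of 4.8 µM; Schedule: 5 h incubation at 4 °C; Technique: TR-FRET with europium anti-GST and streptavidin-D2, 340 nm excitation; Controls: biotin wells as high control, 0.6% DMSO wells as low control.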
HIF-2a block: HIF-2a reporter inhibitors, primary screen, luminescence, 786-0 RCC cells | 786-0 RCC cells HIF-2a reporter, luciferase luminescence, overnight | AID 624352, 2012 | inhibition, % at 18.8 µM | 360,000 tested, 0.72% active;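 active = inhibition of the luminescence signal of 40% or more relative to plate controls, in a single-dose primary screen at 18.75 µM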
Peg3 prom inh: Peg3 promoter-driven luciferase inhibitors, primary screen, cell-based, HeLa, luciferase luminescence; HeLa PEG-Prom luciferase reporter, overnight; inhibition, % at 20 µM; 360,000 tested, 1.7% active;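 active = inhibition of at least 50% at 20 µM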
Shn3 inh set2: reduction of Shn3 3'UTR firefly luciferase signal, primary screen, Schnurri-3 inhibitor project, cell-based, Clone20 osteoblasts, set 2. Clone20 osteoblast Shn3 3'UTR firefly luciferase, 24 h. inhibition, % at 12.5 µM. 360,000 tested, 0.52% active. AID 588674, 2011;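 active = mean inhibition of at least 75% with every replicate also reaching 75%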;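 also: 0% = median of neutral control wells and 100% = pilot-screen positive control compound; some compounds past the cut are filed as inactive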
Vif inh: HIV Vif self-association inhibitors, primary screen, imaging, HEK293T, single point; HEK293T cells, Vif self-association by quenched fluorescence, 24 h; inhibition, % at 7.49 µM; 340,000 tested, 0.35% active; AID 602346, 2012; in the data active = inhibition above about 50%, passing the limit was not always enough; also: some results filed as inactive read as strong as hits
CF NFkB inh: inhibitors of PAF-induced NF-kB signaling, primary screen, cell-based, GFP fluorescence, uHTS | KKLEB NF-kB-GFP reporter, GFP fluorescence overnight | inhibition, % at 5 µM | 360,000 tested, 0.86% active | AID 588850, 2011;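 active = at least 50% inhibition at 5 µM, scaled per plate between neutral and stimulator controls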;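 also: PAF is a Pseudomonas aeruginosa culture filtrate used as stimulus; plate controls were PAF-stimulated DMSO wells for no effect and unstimulated DMSO wells for full effect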
CaV13 ICDI inh: Primary screen for inhibitors of IQ motif and Ca2+-dependent inactivation inhibitor domain binding in CACNA1D, Förster resonance energy transfer in living cells, …; inhibition, % at 12.3 µM; HEK cells, CFP/YFP FRET ICDI-IQ, plate reader, 10 min; percent FRET-ratio fall versus neutral wells; 340,000 tested, 0.098% active;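 active = mean replicate inhibition of at least 30% and at least 1% of replicates passing that level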;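 also: 0% = median of the neutral control wells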
MITF TRPM1 inh: inhibitors of MITF-dependent TRPM1 promoter reporter, primary screen, cell-based, SK-MEL-5, single point, luciferase. 330,000 tested, 0.83% active. SK-MEL-5 TRPM1 promoter luciferase, 24 h. inhibition, % at 12.5 µM. AID 488899, 2010;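 active = mean inhibition across replicates of 60% or more, whatever share of single replicates reaches that level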; also: values of inactives mirror those of a sister screen read the other way
KKLEB cytotox: cytotoxicity in KKLEB CF airway cells, primary screen, cytotoxicity control for CF NF-kB inhibitor project, cell-based, uHTS, fluorescence assay plates; 360,000 tested, 0.36% active; activity change (cytotoxicity), % at 5 µM; KKLEB CF airway cells viability, ATPlite luminescence, overnight; stronger effect = lower value; cells stimulated with P. aeruginosa culture filtrate;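 active = corrected activity change at or below -50% at 5 µM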
NR2E3 ag-2: NR2E3 agonists in two-hybrid cells, primary screen, cell-based, luminescence, CHO-S, Gal4-NCOR/VP16-NR2E3; inhibition of corepressor binding, % at 3.98 µM; luciferase; 360,000 tested, 0.35% active; AID 602229, 2012;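 active = inhibition above the mean of all tested compounds plus 3 SD, cut at about 70% in these data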;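 also: 0% = DMSO with NR2E3 transfected cells and 100% = cells lacking NR2E3 construct; higher means lower luciferase signal from less NR2E3 corepressor binding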
PDI inh: inhibitors of human PDI, primary screen, biochemical, turbidity, single point, plate reader | inhibition, % at 10 µM | 350,000 tested, 0.052% active | Protein disulfide-isomerase (Homo sapiens), P07237 | PDI insulin aggregation turbidity, A650, 90 min | AID 588391, 2011;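 active = mean inhibition across replicates of 30% or more, whatever share of single replicates reach that level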;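 also: absorbance from insulin aggregation driven by PDI reduction with DTT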
Target sequence (P07237 whole entry, looked up): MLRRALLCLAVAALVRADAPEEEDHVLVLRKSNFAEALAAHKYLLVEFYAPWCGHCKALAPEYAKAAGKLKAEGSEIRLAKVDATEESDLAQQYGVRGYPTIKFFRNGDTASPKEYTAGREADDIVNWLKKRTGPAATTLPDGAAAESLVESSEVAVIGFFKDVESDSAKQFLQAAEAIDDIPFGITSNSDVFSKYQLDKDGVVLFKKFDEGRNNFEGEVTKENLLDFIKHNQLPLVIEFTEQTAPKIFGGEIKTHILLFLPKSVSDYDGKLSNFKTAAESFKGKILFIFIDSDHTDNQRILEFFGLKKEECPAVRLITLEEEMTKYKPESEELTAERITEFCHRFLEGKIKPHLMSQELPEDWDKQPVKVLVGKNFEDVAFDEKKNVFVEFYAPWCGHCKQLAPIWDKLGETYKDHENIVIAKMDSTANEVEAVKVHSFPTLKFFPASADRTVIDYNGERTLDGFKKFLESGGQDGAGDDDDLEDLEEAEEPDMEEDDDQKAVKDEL
* marks the source's active call; other numbers are inactive results; / = not tested or not shown.

SMILES	NR2E3 ag-1	HIF-2a block	Peg3 prom inh	Shn3 inh set2	Vif inh	CF NFkB inh	CaV13 ICDI inh	MITF TRPM1 inh	KKLEB cytotox	NR2E3 ag-2	PDI inh
O=C(Nc1cccc(N2CCCC2)c1)c1cccs1	0	-15	19	-2	4	1	-7	-20	-6	-8	-3
CC(=O)N1CCN(C(=O)C2(NC(=O)Nc3cccc(F)c3)CCCCC2)CC1	3	5	0	3	6	4	-3	-14	12	-7	-21
O=c1[nH]c(Cc2cccs2)nc2ccccc12	0	6	9	17	/	8	-8	5	-2	-20	-7
CC(C)C(=O)Nc1ccccc1Cc1ccccc1	2	15	-3	14	3	8	-3	0	0	-10	-6
CCN(CC)C1=CC(=O)OC12CCCCC2	-2	13	-3	-7	9	-2	-5	12	9	16	-2
NC(=O)C1CCN(CC(O)CSc2ccc(F)cc2)CC1 (stereo unspecified)	0	21	10	-4	-1	6	/	-10	-1	-12	3
Cc1ccc(N=C2SCCCN2C(=O)c2cccc(N3C(=O)CCC3=O)c2)cc1Cl	0	-13	-26	8	-5	-8	-6	-11	-6	-13	1
O=C(Nc1c2c(nn1-c1ccc(F)cc1)CS(=O)(=O)C2)C12CC3CC(CC(C3)C1)C2	1	5	9	-4	1	0	-8	-6	-11	-16	8
COc1ccccc1OCC(=O)Nc1ccc(-c2nnc(-c3ccco3)o2)cc1	-1	-35	-17	-29	-6	10	-3	-11	-12	-4	-5
COc1ccc(CCN2C(=O)CC(Cc3cccc(C)c3)C2=O)cc1OC (stereo unspecified)	-1	12	16	5	5	-15	-4	3	21	-32	-1
COC(=O)c1c(NC(=O)CN2CCN(c3cccc(Cl)c3)CC2)sc(C)c1C	-1	10	26	11	0	16	-3	-8	-15	-6	-10
COc1cc(C(O)c2nc(-c3ccc(F)cc3OC)cs2)ccc1F (stereo unspecified)	/	0	15	13	-8	-9	-6	/	-3	3	-1
COc1ccccc1Nc1ncc(C(=O)N2CCN(Cc3ccc(OC)c(OC)c3OC)CC2)c2ccccc12	3	0	49	15	-5	-4	6	8	-2	24	4
CN(C(=O)c1cccc(C(F)(F)F)c1)C1CCCc2ccccc21 (stereo unspecified)	4	-10	-19	14	-18	-7	-2	-7	6	-22	-1
CCN(Cc1nc(-c2ccc(OC)c(OC)c2)no1)C(=O)c1ccoc1C	4	2	11	7	-1	-3	-2	11	15	-7	0

An excerpt of these results, with each value named:
> COC(=O)c1c(NC(=O)CN2CCN(c3cccc(Cl)c3)CC2)sc(C)c1C
  NR2E3 ag-1: -1; HIF-2a block: 10; Peg3 prom inh: 26; Shn3 inh set2: 11; Vif inh: 0; CF NFkB inh: 16; CaV13 ICDI inh: -3; MITF TRPM1 inh: -8; KKLEB cytotox: -15; NR2E3 ag-2: -6; PDI inh: -10
> NC(=O)C1CCN(CC(O)CSc2ccc(F)cc2)CC1 (stereo unspecified)
  NR2E3 ag-1: 0; HIF-2a block: 21; Peg3 prom inh: 10; Shn3 inh set2: -4; Vif inh: -1; CF NFkB inh: 6; CaV13 ICDI inh: /; MITF TRPM1 inh: -10; KKLEB cytotox: -1; NR2E3 ag-2: -12; PDI inh: 3
> O=C(Nc1c2c(nn1-c1ccc(F)cc1)CS(=O)(=O)C2)C12CC3CC(CC(C3)C1)C2
  NR2E3 ag-1: 1; HIF-2a block: 5; Peg3 prom inh: 9; Shn3 inh set2: -4; Vif inh: 1; CF NFkB inh: 0; CaV13 ICDI inh: -8; MITF TRPM1 inh: -6; KKLEB cytotox: -11; NR2E3 ag-2: -16; PDI inh: 8
> COc1cc(C(O)c2nc(-c3ccc(F)cc3OC)cs2)ccc1F (stereo unspecified)
  NR2E3 ag-1: /; HIF-2a block: 0; Peg3 prom inh: 15; Shn3 inh set2: 13; Vif inh: -8; CF NFkB inh: -9; CaV13 ICDI inh: -6; MITF TRPM1 inh: /; KKLEB cytotox: -3; NR2E3 ag-2: 3; PDI inh: -1

The listing picks up, repeating the five entries before the break.
SMILES	NR2E3 ag-1	HIF-2a block	Peg3 prom inh	Shn3 inh set2	Vif inh	CF NFkB inh	CaV13 ICDI inh	MITF TRPM1 inh	KKLEB cytotox	NR2E3 ag-2	PDI inh
COC(=O)c1c(NC(=O)CN2CCN(c3cccc(Cl)c3)CC2)sc(C)c1C	-1	10	26	11	0	16	-3	-8	-15	-6	-10
COc1cc(C(O)c2nc(-c3ccc(F)cc3OC)cs2)ccc1F (stereo unspecified)	/	0	15	13	-8	-9	-6	/	-3	3	-1
COc1ccccc1Nc1ncc(C(=O)N2CCN(Cc3ccc(OC)c(OC)c3OC)CC2)c2ccccc12	3	0	49	15	-5	-4	6	8	-2	24	4
CN(C(=O)c1cccc(C(F)(F)F)c1)C1CCCc2ccccc21 (stereo unspecified)	4	-10	-19	14	-18	-7	-2	-7	6	-22	-1
CCN(Cc1nc(-c2ccc(OC)c(OC)c2)no1)C(=O)c1ccoc1C	4	2	11	7	-1	-3	-2	11	15	-7	0
CC(C)Oc1cccc(C(=O)C2CCCN(C(=O)c3cncs3)C2)c1 (stereo unspecified)	0	-20	-16	-5	3	8	-5	-2	-5	5	-2
COc1ccccc1CN1CC(C(=O)N(Cc2cnn(C)c2)C(C)C)CCC1=O (stereo unspecified)	-2	-22	-26	25	0	12	-7	-12	-3	-11	-7
C=C(CC[C@@H](O)C(C)(C)O)[C@H]1CC[C@]2(C)[C@@H]1CCC1[C@@]3(C)CCC(=O)C(C)(C)C3CC[C@]12C (stereo partly specified)	/	6	5	19	-7	25	-11	3	-20	-19	1
COc1ccc(C(=O)Cn2cnc3ccccc3c2=O)c(OC)c1	/	-171	-216	-12	-11	2	-2	-36	-8	-85	-5
O=C(c1cccc([N+](=O)[O-])c1)N1CCN(c2ncccn2)CC1	2	2	11	1	1	5	-20	-3	0	6	3
Cc1c(C(=O)N2CCCC2)nnn1-c1nonc1N	-2	10	0	-7	3	-10	-4	5	5	-33	-4
CCCn1nc(C(=O)NC2CCCc3ccccc32)c2ccccc2c1=O (stereo unspecified)	-2	13	30	39	-14	-10	-5	-3	7	0	8
N#Cc1ccccc1S(=O)(=O)N1CCN(C(=O)C2CCCC2)CC1	1	5	9	-4	8	2	-10	-4	3	10	-2
O=C(Nc1nc2ccccc2[nH]1)c1ccc(S(=O)(=O)N2CCOCC2)cc1	0	-68	-50	-32	-2	-22	-2	-17	-9	-13	11
Cc1ccc(-c2nn3c(-c4ccco4)nnc3c3ccccc23)cc1S(=O)(=O)NCC1CCCO1 (stereo unspecified)	-1	5	56*	22	-13	-113	-9	4	-6	-14	6
O=C(NCc1ccc(F)cc1)c1cc(S(=O)(=O)N2CCCCC2)c[nH]1	-1	16	14	12	-8	7	-6	7	-12	-2	-5
CCC(C)Cn1c(C(C)O)nc2ccccc21 (stereo unspecified)	1	18	13	11	-1	-4	-4	3	13	-15	4
CC(=O)c1ccc(S(=O)(=O)N2CCCC2)cc1	-2	-284	-139	-62	20	7	-5	-3	5	-61	-3
CCS(=O)(=O)Nc1cccc(-c2nc3cccnc3s2)c1C	1	-105	-74	-26	13	35	4	/	-13	-51	/
NC(=O)C12C(=O)NC(=O)C1(C(=O)O)C21CCCC1 (stereo unspecified)	/	4	4	-10	3	-5	-5	-9	16	6	-3
CC(OC(=O)[C@@H](NS(=O)(=O)c1ccccc1)C(C)C)C(=O)c1c(N)n(C)c(=O)n(C)c1=O (stereo partly specified)	/	12	-1	-9	23	-11	-6	/	1	-3	-6
COc1ccc(Br)cc1CNc1ccc(S(N)(=O)=O)cc1	0	1	4	-5	1	15	-5	1	-6	-4	15
N#Cc1ccccc1S(=O)(=O)N1CCN(c2nc(-c3cccnc3)nc3ccccc23)CC1	/	-37	43	2	-19	-36	-5	-6	2	-17	1
CCc1ccc(S(=O)(=O)NCC(O)COc2ccc(OC)cc2)cc1 (stereo unspecified)	4	7	17	3	-5	-12	-5	/	8	6	-1
Cc1[nH]c2ccc(F)cc2c1CCN1C(=O)OC(C)(C)C1(C)O (stereo unspecified)	3	7	-2	-37	0	-6	-3	-3	3	-22	2
CC(=O)Nc1ccc(S(=O)(=O)N2CCC(n3cnc4cc(F)ccc43)CC2)cc1	1	22	24	18	-4	22	-5	-3	-4	-6	-2
Cc1ccc(CNC(=O)c2ccc(Br)o2)cc1	2	-50	-3	-17	3	9	-7	0	2	-21	0
CCCN1CCN(CCCNC(=O)CN2C(=O)COc3ccccc32)CC1	-6	2	2	3	-1	15	-10	-5	0	-12	0
CC1=NN2C(=N)/C(=C\c3cc(C)n(-c4ccc(C)cc4)c3C)C(=O)N=C2S1	1	6	10	9	-6	-1	0	0	0	-2	-8
COc1ccc(C(C(O)C(=O)c2c[nH]c3ccccc23)N2CCN(c3ccccc3)CC2)cc1 (stereo unspecified)	1	0	9	12	-7	6	-5	5	2	-2	10
COc1ccc(/C=N/Nc2ncnc3sc(C)c(C)c23)cc1	-2	-80	-42	-31	-1	-19	-6	-31	6	-18	-4
Cn1c(-c2ccc(Br)o2)nc2cc(Br)ccc21	7	-243	-223	-76	-13	-6	-3	-35	-7	-81	-4
CCCCNC(=O)CN1C(=O)NC(CCc2ccccc2)C1=O (stereo unspecified)	1	13	5	-8	7	6	-8	4	13	-22	6
COc1cccc(N=Nc2c(=O)[nH]n3c(=O)cc(C)[nH]c23)c1	-9	3	-1	-14	12	8	/	14	1	-4	8
c1ccc(CSc2nnc([C@@H]3CCCN3)o2)cc1	1	-1	-4	-24	-18	-5	-4	-1	-3	-11	3
COc1ccc(C(CC(=O)c2ccc(C)cc2)Sc2ccccc2N)cc1 (stereo unspecified)	/	-150	-189	-71	-13	3	-7	/	-16	-70	4
O=C(O)/C=C/c1ccc(Oc2ncccn2)cc1	-3	9	1	-7	-10	10	-19	/	6	-18	12
Cc1ccc(NN=C2c3ccccc3-c3ccccc32)cc1	-3	-152	-161	-65	7	19	-3	-14	-8	-32	-6
N#Cc1cc2c([nH]c1=O)CCCC2	0	15	47	-13	-1	10	-2	14	21	-6	0
